Bioassay records as filed in PubChem.
PglD inh – inhibitors of Campylobacter jejuni PglD acetyltransferase; purified PglD enzyme, DTNB colorimetric CoA detection; 0.098% of 360,000 active; inhibition, % at 12.5 µM; in the data active means inhibition above about 16%, passing the limit was not always enough; further: strong numbers were not always called active
FN deposit inh – fibronectin deposition inhibition | 0.086% of 350,000 active | AID 743247 | inhibition, % at 12.6 µM | AH1F fibroblasts, Alexa488-fibronectin deposition fluorescence, overnight;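 active means mean inhibition across replicates of 30% or more, regardless of how many single replicates reach that level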;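 further: positive control wells lacked labelled fibronectin entirely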
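Material: AH1F fibroblast monolayer depositing Alexa488-labelled fibronectin into matrix / Amount: 10000 AH1F cells per well / Signal: fluorescence 485/525 nm / Medium: DMEM, 2% serum / Compound: single dose, pinned / Incubation: 1 h cell adhesion before compound, then overnight fibronectin incubation / Reagent: Alexa488-FN, 24 nM final / Read-out: inhibition of fibronectin deposition signal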
ERAP1 inh – inhibitors of human ERAP1 aminopeptidase; 0.15% of 340,000 active; Q9NZ08; inhibition, % at 10.7 µM; recombinant ERAP1, Leu-AMC fluorescence, 60 min;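 active means mean replicate inhibition of at least 30%, or all replicates individually reaching that 30% level; inactive means mean below 30% and not every replicate reaching it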;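 further: 0% = neutral control wells and 100% = L-leucinethiol positive control wells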
Target sequence (Q9NZ08 whole entry, looked up): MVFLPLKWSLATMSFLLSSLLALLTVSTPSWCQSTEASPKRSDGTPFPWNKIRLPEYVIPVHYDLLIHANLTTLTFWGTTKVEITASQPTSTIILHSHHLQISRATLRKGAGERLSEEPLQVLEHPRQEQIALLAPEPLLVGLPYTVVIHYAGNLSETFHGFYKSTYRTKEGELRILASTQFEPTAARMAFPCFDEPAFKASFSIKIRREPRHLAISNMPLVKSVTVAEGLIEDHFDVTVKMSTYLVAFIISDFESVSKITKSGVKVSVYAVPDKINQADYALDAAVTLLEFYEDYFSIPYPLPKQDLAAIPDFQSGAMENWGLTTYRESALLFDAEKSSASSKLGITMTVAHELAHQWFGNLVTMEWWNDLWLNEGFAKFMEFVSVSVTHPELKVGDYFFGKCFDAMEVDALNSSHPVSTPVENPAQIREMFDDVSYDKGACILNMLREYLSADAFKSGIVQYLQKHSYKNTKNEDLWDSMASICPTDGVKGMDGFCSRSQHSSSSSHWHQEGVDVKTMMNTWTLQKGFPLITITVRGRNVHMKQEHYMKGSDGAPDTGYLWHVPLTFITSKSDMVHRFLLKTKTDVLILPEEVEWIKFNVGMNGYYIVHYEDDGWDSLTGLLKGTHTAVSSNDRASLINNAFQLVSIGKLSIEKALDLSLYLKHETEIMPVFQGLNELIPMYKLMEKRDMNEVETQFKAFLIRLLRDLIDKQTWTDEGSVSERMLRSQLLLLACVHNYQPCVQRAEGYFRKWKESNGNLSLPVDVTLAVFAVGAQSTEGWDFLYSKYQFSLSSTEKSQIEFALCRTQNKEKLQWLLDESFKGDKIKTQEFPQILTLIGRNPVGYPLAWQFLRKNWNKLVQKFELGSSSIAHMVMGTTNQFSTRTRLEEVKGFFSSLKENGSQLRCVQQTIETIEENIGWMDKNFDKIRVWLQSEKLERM
PAX8 inh HTS – PAX8 transcriptional activity inhibition; RMG-I TPO-luciferase reporter, SteadyGlo, 24 h; inhibition, % at 12.6 µM; AID 652154; 1.2% of 360,000 active;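 active means mean replicate inhibition at least 60% with every replicate also reaching 60%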;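 further: luciferase light reporting Pax8 driven TPO promoter activity; plate controls were median of neutral control wells for no effect and mitoxantrone controls for full effect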
EWS-Fli inh – blocks EWS/Fli oncoprotein-driven transcription; A673 NR0B1-luciferase reporter, viability-normalised; inhibition, % at 12.6 µM; 0.67% of 350,000 active;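 active means mean inhibition of at least 50% after viability correction, with every replicate also passing that limit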;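 further: firefly luciferase signal divided by Alamar Blue viability fluorescence both relative to DMSO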
LGR2 antag – inhibitors of bursicon-induced Drosophila LGR2 receptor cAMP signaling | HEK293 LGR2, CRE-luciferase, bursicon-stimulated, 4 h | inhibition, % at 9.99 µM | 0.35% of 380,000 active | AID 720647;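 active means drop in luminescence signal, shown as inhibition above about 50% in the replicate tests, limit read from the data, passing the limit was not always enough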;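 further: agonist challenge used bursicon conditioned medium at about half maximal strength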
S100A4 inh HTS – blocks human S100A4 binding to myosin IIA peptide; S100A4/TAMRA-MyoIIA peptide fluorescence polarization; 0.14% of 360,000 active; P26447; inhibition, % at 10.7 µM;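 active means mean inhibition of at least 70% across replicates, with every replicate also reaching that level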
Target sequence (P26447 whole entry, looked up): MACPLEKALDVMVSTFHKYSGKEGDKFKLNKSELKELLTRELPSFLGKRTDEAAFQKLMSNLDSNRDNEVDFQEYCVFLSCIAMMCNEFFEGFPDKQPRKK
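System – human S100A4 monomer protein, biochemical binding assay · Buffer or medium – Calcium-containing HEPES buffer, pH 7.2 · Timing – 5 min between mix addition and reading · Also added – TAMRA-labelled myosin IIA heavy-chain peptide probe, 5 nM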
PGC1a acetyl inh – PGC1a acetylation modulation, inhibitor mode. U2OS PGC1a acetylation, AlphaScreen anti-acetyl-lysine; with virally co-expressed GCN5 acetyltransferase. inhibition, % at 15.6 µM. 0.17% of 350,000 active. AID 651687;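 active means every replicate shows inhibition of at least 40%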;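 further: 0% = neutral control wells and 100% = positive control wells; some results beyond the cut were filed as inactive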
An asterisk follows results filed as active; i = inactive; . = no result given.

cpd	structure	PglD inh	FN deposit inh	ERAP1 inh	PAX8 inh HTS
1	CCCCCCCc1c(O)nc(SCC(=O)O)[nH]c1=O	.	-1	-4	0
2	Cc1ccc(S(=O)(=O)Nc2cccc3c2O[C@@H](CN(C)Cc2ccc(C(=O)Nc4ccccc4N)cc2)[C@H](C)CN([C@H](C)CO)C3=O)cc1	.	.	-3	6
3	COc1ccc(/C=C2\SC(=N)N(c3ccc(F)cc3)C2=O)cc1OC	.	.	-7	11
4	Cc1c(C(=O)N2CCCC2)c(S(=O)(=O)Nc2ccccc2)c(C)n1C	3	-4	-4	-10
5	CN1CCN(C(=O)C[C@H]2CC[C@@H]3[C@H](COc4ccc(NC(=O)c5cscn5)cc4C(=O)N3C)O2)CC1	0	-12	1	-10
6	COC(=O)C(Cc1ccccc1)NC(=O)CCNC(=O)c1ccc(Br)cc1 (centres undefined)	8	5	4	11
7	Cc1ccc(C(=O)N/C(=C\c2cn(C)c3ccccc23)C(=O)OCCN(C)C)cc1	.	-3	1	21
8	CN(Cc1ccco1)c1ncnc2ccc(-c3ccccc3Cl)cc12	-2	11	2	32
9	CCOc1cc(CNn2nnnc2N)cc(Cl)c1OCC(=O)NC(C)(C)C	16	-4	.	23
10	Cc1ccc2c(c1)C(=O)C(=O)N2Cc1ccc(F)cc1	7	-15	1	-47
11	Cc1cccnc1NC(=O)c1csnn1	3	-6	-2	-7
12	CCS(=O)(=O)Nc1ccc2c(c1)C(=O)N(C)[C@@H]1CC[C@H](CC(=O)OC)O[C@H]1CO2	-1	-20	1	8

cpd	EWS-Fli inh	LGR2 antag	S100A4 inh HTS	PGC1a acetyl inh
1	-6	0	-6	-2
2	-18	-10	4	0
3	8	-44	2	-3
4	.	-21	-1	2
5	-5	5	-10	1
6	17	3	-1	10
7	9	.	0	.
8	4	.	-2	11
9	.	.	.	2
10	11	5	4	-6
11	-18	7	-3	.
12	-7	-1	2	-2

(cont.)
cpd	structure	PglD inh	FN deposit inh	ERAP1 inh	PAX8 inh HTS
13	CC1Cc2cc(/C=C3/SC(N4CCC(C(N)=O)CC4)=NC3=O)ccc2O1 (centres undefined)	6	-5	1	18
14	CCOC(=O)CNC(=O)c1cc(-c2ccc3c(c2)OCCO3)oc1C	1	4	.	-66
15	Cc1cccc(OCCC(=O)Nc2ccc(Cl)cc2F)c1	-6	1	-2	-11
16	COc1cc(/C=N/Nc2nc(C)nc3c2cnn3-c2ccccc2)ccc1O	.	14	4	27
17	Cc1ccc(S(=O)(=O)C2(C(=O)NC3CCCCC3)CC2)cc1	1	15	-4	1
18	C[C@H]1CCCCO[C@H](CN(C)C(=O)Nc2ccc(C(F)(F)F)cc2)[C@@H](C)CN([C@@H](C)CO)C(=O)c2cc(NC(=O)Nc3cccc4ccccc34)ccc2O1	-2	4	1	1
19	Cc1ccc(S(=O)(=O)Nc2ccc3c(c2)C(=O)N([C@@H](C)CO)C[C@@H](C)[C@H](CN(C)C(=O)Nc2ccc(F)cc2)OCCCC[C@@H](C)O3)cc1	6	-10	-4	22
20	COc1cccc(NC(=O)N2CC(=O)N3[C@H](CO)[C@H](c4ccc(C#CCC5CCCC5)cc4)[C@H]3C2)c1	.	-1	-1	16
21	COc1ccc(NC(=O)Nc2ccc3c(c2)CC(=O)N([C@@H](C)CO)C[C@@H](C)[C@H](CN(C)C(=O)Nc2ccccc2)O3)cc1	5	.	-2	3
22	CCOC(=O)CC1C(=O)NCCN1Cc1ccc(OC)c(OC)c1 (centres undefined)	.	.	-1	-2
23	C[C@H]1CN([C@@H](C)CO)C(=O)c2cc(NS(=O)(=O)c3ccc(F)cc3)ccc2O[C@H]1CN(C)C(=O)NC1CCCCC1	1	.	0	2
24	CCC(=O)N1CCCCN2[C@H](CO)[C@H](c3ccc(/C=C/c4ccccc4)cc3)[C@H]2C1	1	.	1	-21

cpd	EWS-Fli inh	LGR2 antag	S100A4 inh HTS	PGC1a acetyl inh
13	2	-33	7	1
14	.	.	.	-1
15	9	1	-3	-14
16	35	58*	5	-10
17	.	3	1	-2
18	-1	1	2	.
19	4	4	-2	1
20	4	27	-11	-5
21	-4	-9	1	-1
22	-1	-2	3	1
23	-2	-4	6	-2
24	-14	-10	-6	-8

The results go on:
cpd	structure	PglD inh	FN deposit inh	ERAP1 inh	PAX8 inh HTS
25	COc1ccc(NC(=O)Nc2ccc3c(c2)CC(=O)N([C@@H](C)CO)C[C@H](C)[C@@H](CN(C)Cc2ccc(Cl)c(Cl)c2)O3)cc1	-2	.	.	5
26	C[C@@H]1CN([C@H](C)CO)C(=O)c2cccc(NC(=O)C3CC3)c2O[C@H]1CN(C)CC1CCCCC1	-3	.	2	.
27	CC(C)NC(=O)N(C)C[C@H]1OCCCC[C@H](C)Oc2ccc(NC(=O)CCCN(C)C)cc2C(=O)N([C@@H](C)CO)C[C@H]1C	-1	.	-2	-8
28	O=C(CN1CCN(c2ccccc2O)CC1)Nc1ccc(S(=O)(=O)N2CCCCCC2)cc1	-2	-19	-2	27
29	COc1ccc(NC(=O)Nc2ccc3c(c2)CC(=O)N([C@H](C)CO)C[C@H](C)[C@@H](CN(C)Cc2ccccc2)O3)cc1	5	.	-1	9
30	Cc1cc(F)c(F)c(C(=O)N2CCC(C)CC2)c1Cl	.	-19	-2	-8
31	NC(=O)CNc1n[nH]c(=S)[nH]c1=O	.	0	4	19
32	COc1ccc(NC(=O)COn2nnc3ccc(Cl)cc32)cc1OC	3	.	1	.
33	S=c1[nH]nc(-c2ccn[nH]2)n1-c1ccccc1Cl	.	-11	8	-21
34	COc1ccc(C(=O)C[C@@H]2OC[C@H](Cc3ccccc3)N2S(=O)(=O)c2ccc(C)cc2)cc1OC	.	0	-3	7
35	COc1ccc(C(CC(=O)N2CCN(C)CC2)NC(=O)C(F)(F)F)cc1 (centres undefined)	-7	4	-3	-5
36	COCC(=O)NNC(=O)c1ccc(OC)cc1	.	3	2	3

cpd	EWS-Fli inh	LGR2 antag	S100A4 inh HTS	PGC1a acetyl inh
25	2	9	.	1
26	-4	3	1	4
27	.	-11	19	4
28	12	-8	-3	-8
29	7	0	-5	-11
30	9	-8	3	.
31	8	.	-2	.
32	6	0	-4	-3
33	-36	-5	1	-1
34	9	-10	8	.
35	1	-1	1	15
36	7	-4	-4	.

A draw from above in order of number of heavy atoms, low to high:
cpd	structure	PglD inh	FN deposit inh	ERAP1 inh	PAX8 inh HTS
31	NC(=O)CNc1n[nH]c(=S)[nH]c1=O	.	0	4	19
36	COCC(=O)NNC(=O)c1ccc(OC)cc1	.	3	2	3
33	S=c1[nH]nc(-c2ccn[nH]2)n1-c1ccccc1Cl	.	-11	8	-21
30	Cc1cc(F)c(F)c(C(=O)N2CCC(C)CC2)c1Cl	.	-19	-2	-8
35	COc1ccc(C(CC(=O)N2CCN(C)CC2)NC(=O)C(F)(F)F)cc1 (centres undefined)	-7	4	-3	-5
24	CCC(=O)N1CCCCN2[C@H](CO)[C@H](c3ccc(/C=C/c4ccccc4)cc3)[C@H]2C1	1	.	1	-21
28	O=C(CN1CCN(c2ccccc2O)CC1)Nc1ccc(S(=O)(=O)N2CCCCCC2)cc1	-2	-19	-2	27
26	C[C@@H]1CN([C@H](C)CO)C(=O)c2cccc(NC(=O)C3CC3)c2O[C@H]1CN(C)CC1CCCCC1	-3	.	2	.
34	COc1ccc(C(=O)C[C@@H]2OC[C@H](Cc3ccccc3)N2S(=O)(=O)c2ccc(C)cc2)cc1OC	.	0	-3	7
23	C[C@H]1CN([C@@H](C)CO)C(=O)c2cc(NS(=O)(=O)c3ccc(F)cc3)ccc2O[C@H]1CN(C)C(=O)NC1CCCCC1	1	.	0	2
25	COc1ccc(NC(=O)Nc2ccc3c(c2)CC(=O)N([C@@H](C)CO)C[C@H](C)[C@@H](CN(C)Cc2ccc(Cl)c(Cl)c2)O3)cc1	-2	.	.	5

cpd	EWS-Fli inh	LGR2 antag	S100A4 inh HTS	PGC1a acetyl inh
31	8	.	-2	.
36	7	-4	-4	.
33	-36	-5	1	-1
30	9	-8	3	.
35	1	-1	1	15
24	-14	-10	-6	-8
28	12	-8	-3	-8
26	-4	3	1	4
34	9	-10	8	.
23	-2	-4	6	-2
25	2	9	.	1

(list continues)
cpd	structure	PglD inh	FN deposit inh	ERAP1 inh	PAX8 inh HTS
37	CC(=O)Nc1cc(-c2ccc(F)cc2)cn2c(-c3ccc(S(C)(=O)=O)cc3)cnc12	2	6	0	4
38	Cc1cc2nc(-c3cccnc3SCC(=O)NCc3ccco3)[nH]c2cc1C	.	.	0	.
39	Cc1cc(NC(=O)c2ccc(Cl)c(S(=O)(=O)N3CCOCC3)c2)no1	2	.	-4	1
40	O=C(Nc1nncs1)c1ccc(F)c(S(=O)(=O)N2CCCCC2)c1	-38	-5	0	.
41	O=C(NC12CCC(O)C(SC1)/C2=N/O)c1ccccc1 (centres undefined)	-1	-5	.	13
42	CC1CCCN(C(=O)CN2C(=O)C(C)Oc3ccccc32)C1 (centres undefined)	4	-3	3	13
43	Clc1ccc2c(c1)-c1ccccc1C1=NCCN12	.	0	-3	3
44	Cc1ccc(/C=C/C(=O)N2CC(=O)Nc3ccccc32)o1	.	-3	14	7
45	COc1cccc(-c2cc(C(F)(F)F)nc(N3CCN(c4ccccc4)CC3)n2)c1	-5	-10	.	-9
46	CC(C)(C)CC(=O)Nc1ccc(Nc2ccccc2)cc1	3	1	.	-83
47	CCOC(=O)c1cc2c(ccc3ccccc32)oc1=O	.	1	i	-6
48	O=C(c1ccc(Cl)cc1)C1CCCN(Cc2cccn2-c2ccccn2)C1 (centres undefined)	.	0	4	15

cpd	EWS-Fli inh	LGR2 antag	S100A4 inh HTS	PGC1a acetyl inh
37	-14	-15	-6	-5
38	-35	.	-8	2
39	-4	17	0	-2
40	2	-6	6	-3
41	.	.	.	10
42	-2	-15	4	-5
43	31	-35	-4	.
44	-8	.	-11	-4
45	.	.	.	-3
46	.	.	.	-9
47	-15	10	-2	.
48	17	4	-15	-11

The listing continues:
cpd	structure	PglD inh	FN deposit inh	ERAP1 inh	PAX8 inh HTS
49	Cc1c(Cl)cnc(NC(=O)COC(=O)c2cccs2)c1Cl	3	-11	2	-13
50	CN(C)C1(CNC(=O)C2CCN(S(=O)(=O)c3ccccc3C(F)(F)F)CC2)CCCCC1	-5	7	-1	-7
51	Cc1ccc(/C=N/c2sc3c(c2C(N)=O)CCCC3)o1	-6	-11	3	-34
52	CCCCCCCCN1C(=O)[C@@H](CC(=O)NCCC(C)C)C[C@@]2(C(=O)OC)C1=C[C@H](C(C)(C)C)O[C@@H]2C	.	4	1	-3
53	O=C(C[C@@H]1C=C[C@H](NC(=O)C2CCOCC2)[C@H](CO)O1)NCc1ccccc1Cl	.	.	0	.
54	O=C(CN1C(=O)NC2(CCc3ccccc32)C1=O)Nc1cccc(F)c1 (centres undefined)	-2	-1	1	-8
55	O=C(c1cccc(F)c1)N1CC(=O)N2[C@H](C1)[C@@H](c1ccc(C3=CCCC3)cc1)[C@@H]2CO	.	-12	-1	0
56	CCCn1c(SCC(=O)Nc2cccc(S(=O)(=O)NC3=NCCCCC3)c2)nc2ccccc2c1=O	4	.	1	30

cpd	EWS-Fli inh	LGR2 antag	S100A4 inh HTS	PGC1a acetyl inh
49	1	-2	0	9
50	-5	17	-5	2
51	5	-79	-5	.
52	18	1	5	.
53	-4	3	6	-16
54	0	-5	21	.
55	3	-19	-3	-7
56	22	7	3	0
